HMGR II inh: blocks class II HMG-CoA reductase of Enterococcus faecalis. purified E. faecalis HMGR, NADPH absorbance 340 nm kinetic. AID 1066. inhibition, % at 10 µM. 190,000 compounds, 0.41% hits;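 active means inhibition above a set limit, the median over all tested compounds plus 3 SD, cut at about 9.5% in these data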;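 further: enzyme runs in reverse so mevalonate oxidation gives rising NADPH absorbance; 0% = complete reaction with DMSO and 100% = background rate lacking mevalonate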
TNAP inh hi DEA: TNAP (human) inhibition, high acceptor | inhibition, % at 20 µM | 200,000 compounds, 0.03% hits | purified TNAP, CDP-star luminescence, 1 M DEA | AID 1135;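 active means over 50% inhibition of tissue-nonspecific alkaline phosphatase at 20 µM in the single-dose screen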;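 further: plate controls were DMSO wells for no effect and EDTA-quenched wells as full inhibition for full effect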
Target sequence (P05186 whole entry, looked up): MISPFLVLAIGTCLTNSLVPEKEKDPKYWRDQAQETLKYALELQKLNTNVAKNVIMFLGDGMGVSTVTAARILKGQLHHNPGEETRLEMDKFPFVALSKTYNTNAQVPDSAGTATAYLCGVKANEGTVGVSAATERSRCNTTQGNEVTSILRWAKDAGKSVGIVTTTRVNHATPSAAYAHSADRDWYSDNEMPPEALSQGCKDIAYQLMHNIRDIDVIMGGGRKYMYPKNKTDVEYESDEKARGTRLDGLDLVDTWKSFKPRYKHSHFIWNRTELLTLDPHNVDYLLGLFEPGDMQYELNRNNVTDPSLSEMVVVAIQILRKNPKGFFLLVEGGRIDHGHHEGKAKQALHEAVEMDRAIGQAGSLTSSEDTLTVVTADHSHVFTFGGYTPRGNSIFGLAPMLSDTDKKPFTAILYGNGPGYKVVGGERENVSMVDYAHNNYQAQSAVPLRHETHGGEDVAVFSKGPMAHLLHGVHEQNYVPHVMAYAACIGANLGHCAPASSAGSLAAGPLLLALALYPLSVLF
bIAP activator: intestinal alkaline phosphatase (bovine) activation | purified bovine IAP, CDP-star luminescence, 30 min; hits give high values; fold of DMSO-control signal, blank-subtracted | activation factor at 20 µM | 200,000 compounds, 0.17% hits | AID 1016;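 active means activation factor of 2 or more at 20 µM, a signal rise over negative controls twice the positive control's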
SRC2 TRFRET art: TR-FRET artefact, counter-screen to PPARgamma/SRC-2 agonist assay. 200,000 compounds, 0.4% hits. TR-FRET ratio at 8 µM. hits give high values; in the data active means TR-FRET ratio above about 2000; further: inactives centre near 1500; reference of the scale not given here
PPARg SRC-2 ag: agonists of SRC-2 recruitment by human PPARgamma; activation, % at 8 µM; 200,000 compounds, 0.34% hits; PPARgamma LBD-SRC-2 recruitment, biochemical; in the data active means activation above about 22%;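 further: 0% = vehicle and 100% = reference agonist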
Target sequence (P37231 whole entry, looked up, the tested form may be a part): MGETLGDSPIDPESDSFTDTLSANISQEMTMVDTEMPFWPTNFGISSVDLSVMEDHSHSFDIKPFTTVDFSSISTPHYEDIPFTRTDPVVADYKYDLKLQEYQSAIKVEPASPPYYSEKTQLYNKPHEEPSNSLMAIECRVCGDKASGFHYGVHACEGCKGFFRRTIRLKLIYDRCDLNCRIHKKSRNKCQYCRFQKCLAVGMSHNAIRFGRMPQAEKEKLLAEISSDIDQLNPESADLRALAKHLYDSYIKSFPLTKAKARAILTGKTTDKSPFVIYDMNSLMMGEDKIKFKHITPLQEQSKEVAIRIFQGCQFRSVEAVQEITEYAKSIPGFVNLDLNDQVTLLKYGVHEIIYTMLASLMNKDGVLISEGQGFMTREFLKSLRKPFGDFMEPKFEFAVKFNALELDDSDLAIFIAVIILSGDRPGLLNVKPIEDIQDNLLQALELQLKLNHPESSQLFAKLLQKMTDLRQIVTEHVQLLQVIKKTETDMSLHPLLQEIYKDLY
bIAP inhibitor: intestinal alkaline phosphatase (bovine) inhibition; AID 1019; 190,000 tested, under 10 active; purified bovine IAP, CDP-star luminescence, 30 min; inhibition, % at 20 µM;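 active means over 50% inhibition of intestinal alkaline phosphatase at 20 µM in the single-dose screen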
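Incubation: 30 min reaction at room temperature / Material: purified bovine intestinal alkaline phosphatase (IAP) enzyme / Input: enzyme at 1/65,000,000 dilution / Dosing: 20 µM single dose / Signal: CDP-star luminescence signal / Reagent: CDP-star chemiluminescent phosphatase substrate, 30 µM final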
PPARg SRC-1 ag: agonists of human PPARgamma SRC-1 coactivator recruitment. P37231. PPARgamma-SRC-1 coactivator recruitment biochemical assay. activation, % at 8 µM. 200,000 compounds, 0.41% hits. AID 631; in the data active means activation above about 19%;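 further: 0% = DMSO and 100% = reference agonist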
TNAP inh noacc: inhibitors of human TNAP without phosphate acceptor. P05186. purified TNAP, CDP-star luminescence, 30 min. inhibition, % at 20 µM. 200,000 compounds, 0.26% hits. AID 1012;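 active means tissue-nonspecific alkaline phosphatase inhibition above about 50% at 20 µM in the single-dose screen, limit read from the data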;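 further: 0% = DMSO negative control and 100% = EDTA positive control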
PPARg SRC-3 ag: PPARgamma-driven SRC-3 recruitment agonism | P37231 | biochemical PPARgamma/SRC-3 coactivator recruitment assay | activation, % at 8 µM | 200,000 compounds, 0.26% hits; in the data active means activation above about 23%;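 further: 0% = DMSO and 100% = reference agonist; some compounds past the cut are filed as inactive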
TNAP act hi DEA: increases human TNAP activity under high phosphate acceptor concentration. 200,000 tested, under 10 active. activation factor at 20 µM. purified TNAP, CDP-star luminescence, 1 M DEA, 30 min; hits give high values; 0 = EDTA background, 1 = DMSO-only activity;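 active means activation factor at least 2 at 20 µM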
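Test system – human TNAP · Doses – 20 µM single point · Incubation – 30 min, room temperature · Signal – luminescent substrate turnover signal · Read-out basis – activation factor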
Starred values were filed as active, the others as inactive; . = no result given. Rows are unselected; about 1.6% have a hit in one of these screens.

#	molecule	HMGR II inh	TNAP inh hi DEA	bIAP activator	SRC2 TRFRET art	PPARg SRC-2 ag	bIAP inhibitor	PPARg SRC-1 ag	TNAP inh noacc	PPARg SRC-3 ag	TNAP act hi DEA
1	CCOC(=O)N1CCN(C(=O)CSc2ccc3nnc(-c4cccnc4)n3n2)CC1	0	-3	1.1	1706	11	-14	11	-8	4	1
2	CC(C)/C=C1\CC/C(=C\c2ccc(N(C)C)cc2)C1=O	1	8	0.9	1538	-6	9	4	-2	0	0.9
3	O=C(NCCCn1ccnc1)/C(=C\c1cccnc1)NC(=O)c1ccco1	-7	-4	1	1650	-8	2	8	-7	1	1
4	CCOc1ccccc1Nc1nnc(SCC(=O)Nc2cc(C)on2)s1	3	-6	1	1401	-4	2	-1	-11	2	1.1
5	CCCc1nc(SCC(=O)Nc2nnc(CC)s2)c2c(C)c(C)sc2n1	-1	-4	0.9	1679	7	6	10	-11	-1	1
6	Cc1ccc(S(=O)(=O)N2CCCCC2)cc1NC(=O)Cn1c(=O)cnc2ccccc21	-2	-4	1.1	1587	-1	-10	1	-7	4	1
7	O=C(Nc1nc(-c2cccc([N+](=O)[O-])c2)cs1)c1cccc([N+](=O)[O-])c1C(=O)O	-6	-6	1	1401	-2	2	-6	-8	-2	1.1
8	CC(=O)Nc1cc(C(=O)OCC(=O)c2ccc(C)cc2)ccc1C	4	-2	0.9	1583	-3	8	2	-7	-2	1
9	Cc1ccc(C(=O)O)cc1NC(=O)CN1C(=O)C2C3c4ccccc4C(Br)(c4ccccc43)C2C1=O (centres undefined)	0	-6	1	1658	10	-3	1	-6	1	1.1
10	O=C(COC(=O)Cc1ccccc1[N+](=O)[O-])NCc1ccccc1Cl	-2	-4	1	1756	16	-2	1	-9	6	1
11	Cc1ccc(NC(=O)c2c(C(F)(F)F)nn(C)c2SCc2cccc(C(F)(F)F)c2)cc1C	1	-3	0.9	1696	3	10	7	-5	10	1
12	CC(C)N(C)CCOC(=O)c1ccc2c(c1)OCCO2	-6	-1	1.1	1563	-1	-7	2	-10	2	1
13	CCOC(=O)c1c(-c2ccccc2)csc1NC(=O)C(C)NCCCN1CCOCC1 (centres undefined)	1	-8	1	1621	-1	2	0	-9	4	1.1
14	O=C(NC(=S)NNC(=O)c1ccccc1[N+](=O)[O-])c1ccccc1	1	1	0.8	1383	10	24	1	-95	17	1
15	COc1ccccc1CCc1nnc(CCC(=O)N(C)Cc2cccc3cnccc23)o1	-6	0	1.1	1458	3	-13	-6	0	-1	1
16	O=C(COc1cccc2cccnc12)NCC(F)(F)F	-6	-2	1	1508	-3	3	0	-4	-1	1
17	COc1ccc([N+](=O)[O-])cc1N(CC(O)CN(C)C)S(=O)(=O)c1ccccc1 (centres undefined)	1	-2	1	1536	-14	1	0	-2	2	1
18	CN(C)c1cccc(C(=O)OCC(=O)NCc2ccco2)c1	-1	2	1	1550	-6	5	6	-3	0	1
19	O=C(NN1C(=O)c2ccccc2NC1c1cccnc1)c1ccccc1 (centres undefined)	-3	-1	0.9	1495	8	7	-2	-11	-2	1
20	O=C(NCc1ccccc1)N1CCN(c2ccccc2F)CC1	-3	-3	0.9	1622	-3	10	2	-13	6	1
21	CC(=O)OCC1OC(c2ccccc2)C(OC(C)=O)C(OC(C)=O)C1OC(C)=O (centres undefined)	-1	-8	1	1480	8	1	0	-7	8	1.1
22	Cc1ccc(Cn2ccc(NC(=O)c3cc(-c4ccccc4)on3)n2)cc1	-1	-4	0.9	1559	7	9	4	-2	3	1
23	O=C(O)CCN(Cc1ccccc1)S(=O)(=O)c1ccccc1Cl	0	0	1.1	1440	12	-6	0	-6	-1	1
24	O=C(NCc1cccnc1)NC1CCCN1S(=O)(=O)c1ccc(Cl)cc1 (centres undefined)	-5	3	1	1586	7	4	-3	-7	-4	1
25	COc1ccc(NC(=S)Nc2ccc(F)cc2)c(OC)c1	.	.	.	1769	0	.	5	.	9	.
26	CCCCNC(=O)c1onc(CSc2cccc(C)c2)c1C(=O)O	-1	-7	0.9	1457	2	8	-4	-4	-1	1.1
27	COc1ccc(Nc2sc(C(=O)Nc3cccc(Cl)c3)c(N)c2C(=O)Nc2ccccc2OC)cc1	1	1	1.1	1593	14	-12	10	-12	0	1
28	COc1ccc(C(C)=O)cc1COC(=O)c1cnc(C)cn1	-4	-10	1	1664	7	-5	-4	-11	22	1.1
29	O=C(CSc1nnc(-c2ccc(O)cc2)n1Cc1ccco1)c1ccccc1	2	-3	1	1578	9	4	2	-4	4	1
30	O=C(N/C(=C\c1ccc2c(c1)OCO2)C(=O)N1CCOCC1)c1cccs1	1	-8	0.9	1674	8	7	5	-18	-3	1.1
31	CCN(CC)CCCOC(=O)C1(c2ccccc2)CCCC1	1	-2	1	1440	4	-2	-2	8	4	1
32	COc1ccc(OCC(O)CNC(=O)Nc2ccc(Cl)cc2)cc1 (centres undefined)	1	0	0.8	1582	-1	21	0	-9	0	1
33	COc1ccc(N2CCN(C3CC(=O)N(c4ccc5c(c4)OCCO5)C3=O)CC2)cc1 (centres undefined)	-2	1	0.9	1515	-4	6	-3	-4	-3	1
34	Cc1cc(N=Cc2c(O)n(-c3ccc(C)c(C)c3)c(=O)c3ccccc23)no1	-4	4	1	1560	-1	-4	5	-9	1	1
35	CCOC(=O)c1sc(NC(=O)CSc2nnc(C)s2)c(C(=O)OCC)c1C	-6	-6	1	1695	5	-4	8	-7	-3	1.1
36	CCN(CC)C(=O)Cn1cc(C(=O)C(=O)NCc2cccs2)c2ccccc21	-3	-4	0.9	1494	-5	10	-10	-8	2	1
37	O=C(Nn1cnc2ccccc2c1=O)C1CCCCC1	1	-2	1.1	1373	12	-7	2	12	14	1
38	CCN(CC)CCn1c(=N)n(CC(O)c2ccc(OC)c(OC)c2)c2ccccc21 (centres undefined)	-1	-4	1.1	1432	3	-15	-5	-6	0	1
39	O=C(CCNS(=O)(=O)c1cccc2nsnc12)NCc1ccc(F)cc1	-9	-2	0.9	1595	1	9	4	-12	1	1
40	CC1CCN(CCCCOc2ccccc2-c2ccccc2)CC1	-1	2	0.8	1420	-3	16	-6	-15	-2	1
41	COc1ccc2nc(NC(=O)CSc3nnc4n3C(C)(C)Cc3ccccc3-4)sc2c1	-5	13	1	1602	-5	-4	2	8	6	0.9
42	CCOC(=O)C1CCCN(C(=O)c2c(-c3ccccc3Cl)noc2C)C1 (centres undefined)	-14	-2	1	1447	3	1	-2	-10	-7	1
43	c1ccc(CCn2nnnc2C(c2cccnc2)N2CCN(c3ccccc3)CC2)cc1 (centres undefined)	-11	2	1.1	1621	16	-6	-2	-1	3	1
44	O=C(NCC(=O)N(Cc1cccs1)C(C(=O)NC1CCCCC1)c1ccncc1)c1ccco1 (centres undefined)	11*	0	0.9	1509	5	12	-2	-10	5	1
45	N#C/C(=C\c1ccc(C(=O)O)cc1)S(=O)(=O)c1cc(Br)ccc1Br	0	-3	1	1626	3	-1	3	-12	1	1
46	Fc1ccc(Cn2nnnc2C(c2cccs2)N2CCCCCC2)cc1 (centres undefined)	-1	-6	0.9	1572	-2	14	-4	0	1	1.1
47	Cc1ccc(S(=O)(=O)N/N=C\c2ccc([N+](=O)[O-])o2)cc1	-10	-2	0.4	1501	-5	.	1	19	-6	1
48	Cc1cccc(CSCCNC(=O)CCSc2ccccc2)c1	-3	-3	1.1	1504	-10	-5	-3	-3	0	1
49	CCOCc1nnc(NC(=O)COC)s1	-2	-8	1	1609	0	-5	6	2	-4	1.1
50	CCC(=O)Nc1sc(C(=O)N2CCCCC2)c(C)c1C#N	3	0	1	1603	10	1	10	-5	9	1
51	C/C(=N\NC(=O)c1ccc([N+](=O)[O-])cc1)c1cc2ccccc2oc1=O	4	14	0.9	1615	-16	13	-2	-2	1	0.9
52	COc1cc(S(=O)(=O)NCCN2CCOCC2)c(OC)cc1Cl	-9	0	1	1437	-3	-1	6	-5	2	1
53	CCc1ccc2nc(SCC(=O)Nc3nnc(C)s3)c(C)cc2c1	1	-4	0.9	1526	0	5	-4	-13	-3	1
54	CCS(=O)(=O)c1ccc(S(=O)(=O)CC)s1	-1	-1	0.9	1610	-3	9	3	-11	-5	1
55	O=C(Cc1ccc(F)cc1)NCC1CCCO1 (centres undefined)	-5	0	1.1	1522	21	-8	12	-5	3	1
56	CCOC(=O)c1c(NC(=O)COC(=O)CCS(=O)(=O)c2ccc(C)cc2)sc(C)c1C	-2	-4	1.1	1567	0	-13	-4	-12	0	1
57	COc1ccc(C(=O)OCC(=O)Nc2ccc(Cl)c(C(F)(F)F)c2)c(OC)c1OC	1	-4	0.8	1614	2	18	9	-17	1	1
58	Cc1ccccc1Cn1ccc(NC(=O)c2nc3ncccn3n2)n1	2	-5	1	1512	2	2	-8	-14	1	1
59	Nc1nc(CSC(=S)N2CCN(c3ccccc3)CC2)nc(Nc2ccc(F)cc2)n1	4	-4	1.1	1544	6	-15	6	-12	4	1
60	CC1=CN2C(=N)/C(=C/c3ccc([N+](=O)[O-])o3)C(=O)N=C2S1	-1	2	0.8	1645	-8	22	4	44	7	1

(continued)
#	molecule	HMGR II inh	TNAP inh hi DEA	bIAP activator	SRC2 TRFRET art	PPARg SRC-2 ag	bIAP inhibitor	PPARg SRC-1 ag	TNAP inh noacc	PPARg SRC-3 ag	TNAP act hi DEA
61	O=C(CN(Cc1ccccc1)S(=O)(=O)c1ccccc1)N1CCOCC1	-4	-4	1	1648	8	1	4	-7	2	1
62	Cc1ccc(N(CC(=O)NCc2cccnc2)S(C)(=O)=O)cc1C	-3	3	0.9	1383	-5	14	3	-13	6	1
63	CCC(C)(C)n1nnnc1C(c1ccc2ncccc2c1)N1CCN(Cc2ccc3c(c2)OCO3)CC1 (centres undefined)	1	-5	0.9	1483	8	14	2	-10	-2	1
64	O=C(NC(Cc1c[nH]c2ccccc12)C(=O)OCC(=O)c1cccc2ccccc12)c1cccs1 (centres undefined)	-4	4	0.8	1673	14	22	2	-10	4	1
65	Cn1c(N/N=C\c2cccc(O)c2)cc(=O)n(C)c1=O	2	3	0.7	1544	2	33	8	-10	4	1
66	Cc1ccc(C(C(=O)NC2CCCCC2)N2CCC3(CC2)OCCO3)cc1 (centres undefined)	3	-3	1.1	1520	-6	-13	-2	-9	-14	1
67	Cn1cc(/C=N/n2cnc3sc4c(c3c2=O)CCCC4)c2ccccc21	-2	-7	0.9	1972*	2	10	7	-1	10	1.1
68	O=C(CCCN1C(=O)CCC1=O)Nc1cccc(C(F)(F)F)c1	-5	-6	0.9	1528	-7	5	-4	-14	-1	1.1

One compound at a time, as listed above. Values in the order: HMGR II inh | TNAP inh hi DEA | bIAP activator | SRC2 TRFRET art | PPARg SRC-2 ag | bIAP inhibitor | PPARg SRC-1 ag | TNAP inh noacc | PPARg SRC-3 ag | TNAP act hi DEA
Entry for Cn1cc(/C=N/n2cnc3sc4c(c3c2=O)CCCC4)c2ccccc21 = -2 | -7 | 0.9 | 1972* | 2 | 10 | 7 | -1 | 10 | 1.1
Entry for O=C(NC(Cc1c[nH]c2ccccc12)C(=O)OCC(=O)c1cccc2ccccc12)c1cccs1 (centres undefined) = -4 | 4 | 0.8 | 1673 | 14 | 22 | 2 | -10 | 4 | 1
Entry for O=C(CN(Cc1ccccc1)S(=O)(=O)c1ccccc1)N1CCOCC1 = -4 | -4 | 1 | 1648 | 8 | 1 | 4 | -7 | 2 | 1
Entry for Cn1c(N/N=C\c2cccc(O)c2)cc(=O)n(C)c1=O = 2 | 3 | 0.7 | 1544 | 2 | 33 | 8 | -10 | 4 | 1

Screening results (PubChem)
